PLC-gamma1 inh: blocks human PLC-gamma1 enzyme activity; P19174; purified PLC-gamma1, fluorogenic substrate, fluorescence; inhibition, % at 12.2 µM; 370,000 compounds, 0.84% hits; AID 720700; in the data active = inhibition above about 9.5%
PLCb3 inh: inhibitors of human phospholipase C beta3. AID 720704. Q01970. Purified PLC-beta3, fluorogenic substrate, fluorescence. 370,000 compounds, 0.18% hits. inhibition, % at 12.2 µM; in the data active = inhibition above about 11%;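 also: 0% = median of compound wells on plate and 100% = full blocker control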
TDP2 inh: TDP2 (human) inhibition, absorbance primary screen | recombinant TDP2, T5PNP hydrolysis, p-nitrophenol absorbance 415 nm | 370,000 compounds, 0.34% hits | inhibition, % at 12.8 µM | O95551;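 active = inhibition above the mean of all tested compounds plus 3 SD, set per campaign, cut at about 25% in these data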;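 also: 0% = DMSO with enzyme and 100% = buffer with substrate but no TDP2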
Target sequence (O95551 whole entry, looked up): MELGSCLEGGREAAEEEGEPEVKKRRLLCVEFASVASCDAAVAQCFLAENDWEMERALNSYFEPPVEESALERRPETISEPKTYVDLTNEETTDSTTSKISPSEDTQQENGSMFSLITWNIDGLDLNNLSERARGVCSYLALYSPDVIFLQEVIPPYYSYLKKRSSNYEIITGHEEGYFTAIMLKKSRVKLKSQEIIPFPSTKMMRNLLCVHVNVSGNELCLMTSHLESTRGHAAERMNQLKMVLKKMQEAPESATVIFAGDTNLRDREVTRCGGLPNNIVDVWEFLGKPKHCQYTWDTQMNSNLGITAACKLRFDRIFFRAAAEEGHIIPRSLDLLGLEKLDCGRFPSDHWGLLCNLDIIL
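test system = human TDP2 enzyme | input = TDP2 enzyme at 120 nM final | medium = 50 mM Tris-HCl pH 7.5 with Mg2+, KCl, DTT, BSA | also added = T5PNP substrate, 5 mM | times = 2 h at 37 °C | technique = epi absorbance | benchmarks = high control without enzyme, low control DMSO plus TDP2 | replication = each compound tested once, singlicate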
SIAE inh: human SIAE inhibition, primary screen; SIAE FP-Rh probe binding, fluorescence polarization; inhibition, % at 9.66 µM; 370,000 compounds, 0.69% hits; AID 1053197;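 active = inhibition above a cutoff: mean of compounds within the control limits plus 3 SD of those, cut at about 17% in these data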;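 also: 0% = plate median of compound wells and 100% = probe without SIAE protein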
Tn7 DDE FP: DD(E)-Tn7 binding inhibition, primary FP screen. FP displacement of FITC-Tn7 peptide from fibrin DD(E); 0% = median of compound wells per plate. inhibition, % at 8.3 µM. 370,000 compounds, 0.13% hits. AID 720508;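 active = inhibition above the mean of compounds falling within the control limits plus 3 SD of them, cut at about 14% in these data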;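 also: 0% = plate median of compound wells and 100% = 10 µM Aha-Tn7 peptide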
Target sequence (P02675 whole entry, looked up): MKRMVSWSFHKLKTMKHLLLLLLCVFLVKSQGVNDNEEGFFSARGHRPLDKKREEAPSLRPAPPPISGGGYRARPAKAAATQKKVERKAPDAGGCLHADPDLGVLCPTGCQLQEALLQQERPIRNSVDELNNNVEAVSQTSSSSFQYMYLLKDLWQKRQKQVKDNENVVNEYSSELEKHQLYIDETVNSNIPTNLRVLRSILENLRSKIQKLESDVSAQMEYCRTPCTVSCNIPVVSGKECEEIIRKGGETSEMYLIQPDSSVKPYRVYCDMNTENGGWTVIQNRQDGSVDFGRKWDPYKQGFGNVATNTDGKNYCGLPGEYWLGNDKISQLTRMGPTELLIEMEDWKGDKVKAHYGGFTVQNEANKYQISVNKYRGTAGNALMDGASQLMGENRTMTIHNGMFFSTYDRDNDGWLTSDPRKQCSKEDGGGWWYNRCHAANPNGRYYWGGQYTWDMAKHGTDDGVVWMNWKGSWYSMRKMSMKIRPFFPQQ
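Test system: human clot-derived fibrin DD(E) complex / Quantity: 2 µM final DD(E) protein / Incubation: 10 min plus 3 h, room temperature / Measured by: fluorescence polarization / Benchmarks: high control of 10 µM Aha-Tn7 peptide / Replicates: singlicate testing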
ASAP1 GAP inh: blocks human ASAP1-stimulated Arf1 GTP hydrolysis. GDP FP detection. 360,000 compounds, 0.19% hits. Q9ULH1. inhibition, % at 16.5 µM; in the data active = inhibition above about 25%;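 also: 0% = vehicle with enzyme and substrate and 100% = no enzyme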
ADAM17 inh: inhibitors of human ADAM17; recombinant ADAM17, EDANS/DABCYL FRET peptide cleavage; AID 720648; inhibition, % at 6.95 µM; 370,000 compounds, 0.83% hits; P78536;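 active = inhibition above the mean of compounds lying between control limits plus 3 SD, set per campaign, cut at about 8.5% in these data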;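 also: 0% = DMSO-only wells as the low control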
DDE Tn6 FP inh: inhibitors of Tn6 peptide binding to human fibrin DD(E) | AID 720509 | 370,000 compounds, 0.21% hits | Fibrin DD(E) TRITC-Tn6 fluorescence polarization displacement | P02675 | inhibition, % at 8.3 µM;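 active = inhibition above a per-campaign cutoff: mean of compounds within control limits plus 3 SD, cut at about 15% in these data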;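 also: 0% = median of all compound wells on the plate and 100% = blocking peptide control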
ARFGAP1 inhibitor: inhibits rat ARF GTPase activating protein 1 | Q62848 | Arfgap1-stimulated ARF1 GTP hydrolysis, GDP FP detection | inhibition, % at 16.5 µM | 360,000 compounds, 0.26% hits;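 active = inhibition above a per-plate limit, mean inhibition of low control wells plus 3 SD, cut at about 25% in these data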;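 also: 0% = DMSO wells with enzyme and 100% = wells lacking Arfgap1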
Target sequence (Q62848 1-136 limits assumed): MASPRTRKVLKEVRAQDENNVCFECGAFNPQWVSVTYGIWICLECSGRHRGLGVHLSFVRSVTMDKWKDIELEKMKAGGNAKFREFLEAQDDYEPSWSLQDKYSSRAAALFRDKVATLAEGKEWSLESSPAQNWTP
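Assay system: Rat Arfgap1 GAP domain (His6, aa 1-136), purified enzyme | Buffer or medium: HEPES 25 mM pH 7.5, NaCl 150 mM, MgCl2, DTT | Schedule: GTP hydrolysis reaction 2 h at 25 °C | Signal: FP of antibody-bound GDP Alexa 633 tracer, ex 620/em 688 nm | Measure: Percent inhibition of Arfgap1-stimulated GTP hydrolysis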
ADAM10 inh: inhibits human ADAM10 | O14672 | recombinant ADAM10, EDANS/DABCYL FRET peptide cleavage, 3 h | inhibition, % at 7 µM | 370,000 compounds, 0.62% hits;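 active = inhibition above a per-campaign cutoff equal to the mean of compounds falling between control-based bounds plus 3 SD, cut at about 20% in these data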;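 also: 0% = DMSO wells while the 100% control is not disclosed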
* hit, by the source's call; i = inactive.

Results follow in this order: PLC-gamma1 inh	PLCb3 inh	TDP2 inh	SIAE inh	Tn7 DDE FP	ASAP1 GAP inh	ADAM17 inh	DDE Tn6 FP inh	ARFGAP1 inhibitor	ADAM10 inh
> COC(=O)c1c(C)n(-c2ccc(C)cc2)c2ccc(O)cc12
    -2	-4	-12	2	2	9	3	-5	6	10
> O=C(CSc1nnc2c(n1)[nH]c1ccc(F)cc12)Nc1ccccc1F
    6	0	6	0	2	4	-5	2	-1	8
> O=C(OCCCN=C1NS(=O)(=O)c2ccccc21)c1ccccc1F
    1	-2	0	8	3	-8	-3	5	-10	-6
> COc1cc(NC(=O)COc2cccc3c2OC(C)(C)C3)cc(OC)c1OC
    2	-7	16	4	-1	-2	-6	7	-2	-8
> COCCCN(Cc1cccs1)S(=O)(=O)c1c[nH]c(C(=O)OC)c1
    -1	-11	-12	10	-1	2	-3	-11	7	-4
> COc1ccc(C(=O)Nc2cccc(OC(=O)c3ccc(C)c(C)c3)c2)cc1
    -1	-5	1	-103	-4	0	6	-9	14	11
> Cc1c(C(=O)N2c3ccccc3Sc3ccccc32)cccc1[N+](=O)[O-]
    1	3	7	10	1	14	-3	-3	5	-10
> CCN(CC)c1cc(CS(=O)c2ccccc2)nc(-c2ccccc2)n1 (configuration not stated)
    3	-2	-5	-3	-5	-6	-2	6	-9	5
> O=C1OC(Oc2ccc(Br)cc2)(c2ccccc2)c2ccccc21 (configuration not stated)
    -1	-1	-6	-13	3	1	0	4	1	1
> COc1ccc(C)cc1Nc1nnc(C)c(=O)[nH]1
    1	2	-3	4	6	-2	0	0	14	7
> COc1ccccc1NC(=O)/C=C/C(=O)O
    0	-1	10	8	1	11	0	-2	0	4
> O=C(O)COc1ccc(-c2nnn(Cc3ccccc3F)n2)cc1
    -1	-1	-5	3	-2	3	0	4	5	1
> CSc1n[nH]c2nc3c(c(=O)n12)C1(CCCCC1)Cc1ccccc1-3
    -75	-124	-22	4	1	-15	-18	1	-6	-44
> O=C(Nc1cc(Br)ccc1O)c1cc(-c2ccco2)on1
    -6	-9	-4	-5	7	2	-1	-8	13	5
> COc1ccc(NC(=O)c2oc3ccc(S(=O)(=O)N4CCC5(CC4)OCCO5)cc3c2C)cc1
    0	-3	2	-3	0	0	-1	-3	4	-1
> COC(=O)c1ccccc1NC(=S)NC(=O)COc1ccc(C)cc1
    -2	-1	3	3	-5	17	-6	-2	14	-2
> O=C(CSc1nnc(-c2ccc(O)cc2)n1Cc1ccco1)c1ccccc1
    4	6	-4	-1	2	-2	1	4	-8	14
> N#CCCN(C(=O)COc1ccc(C#N)cc1)c1ccc(F)cc1
    -1	-4	1	10	-1	0	-4	-2	4	4
> CCc1nc2c(OCCOC)cccn2c1N(C)C(=O)c1ccc(C)cc1
    -4	-7	4	7	2	2	-5	0	10	-12
> COc1ccc2c(c1OC)C(=O)OC2N1C(=O)CC[C@H]1C(=O)Nc1ccc2c(c1)OCO2 (some centres not stated)
    2	0	4	14	1	-4	0	1	-13	-5

The listing continues.
Results follow in this order: PLC-gamma1 inh	PLCb3 inh	TDP2 inh	SIAE inh	Tn7 DDE FP	ASAP1 GAP inh	ADAM17 inh	DDE Tn6 FP inh	ARFGAP1 inhibitor	ADAM10 inh
> Cc1cc(C=C(C#N)C#N)c(C)n1-c1ccccc1
    -9	-7	3	3	-4	-2	-3	-1	-10	8
> CC1(C)Cc2cccc(OCC(=O)OCC(=O)NCc3ccc(F)cc3)c2O1
    0	-5	2	-3	2	-1	2	4	-9	-5
> CCCn1c(SCC(=O)N2c3ccc(F)cc3CCC2C)nnc1-c1ccccn1 (configuration not stated)
    1	1	-1	3	-2	-8	-5	-3	-17	-5
> Cc1ccc(S(=O)(=O)NCCS(=O)(=O)N2CCN(c3ccccc3)CC2)cc1
    0	-8	2	2	-2	2	-2	-5	9	-3
> CCNc1ccc([N+](=O)[O-])cc1
    2	-5	-2	-3	-11	-4	1	-2	-4	-2
> O=C(NCCc1cn2ccccc2n1)c1ccc(Br)o1
    -13	-11	-5	2	-1	5	-6	-2	-2	-20
> Cc1c(C(=O)NC2CCCCC2)oc2ccc(F)cc12
    -2	-7	-6	8	-7	5	0	-5	-14	1
> CCOc1ccc(CCNC(=O)COC(=O)c2cccnc2Cl)cc1OCC
    0	-1	12	-6	8	-7	-3	6	-5	-11
> C=CC[C@H](CC(=O)OC(C)(C)C)C(=O)OC[C@@H]1CCCN1C(=O)[C@@H](CC=C)CC(=O)NCCO
    9.8*	3	1	-2	-4	8	-2	-5	5	-1
> CCOc1ccc2nc(SCC(=O)N(CC(C)C)c3c(N)n(CC(C)C)c(=O)[nH]c3=O)[nH]c2c1
    -1	-8	-2	4	7	-3	-3	2	-2	-10
> COc1ccc(C(=O)Nc2cccc(NC(C)=O)c2)cc1OC
    1	1	-8	-6	1	7	2	-6	2	4
> NC(=O)COC(=O)CCCc1nc2ccccc2s1
    12*	11*	-21	3	3	-3	6	0	3	15
> COc1cc(-c2cc(C(=O)Nc3cc(S(=O)(=O)N4CCOCC4)ccc3C)c3ccccc3n2)cc(OC)c1OC
    -107	-141	-2	-7	1	6	-1	-5	2	-35
> O=C1c2cccnc2C(=O)N1Cc1ccc(S(=O)(=O)N2CCN(c3ccc(Cl)cc3)CC2)cc1
    2	-7	-4	-6	-1	2	-6	-1	-1	0
> CCOc1ccccc1NC(=O)c1ccc(NC(=O)c2ccco2)cc1
    -7	-4	1	-14	1	9	-5	-2	11	0
> CC1(C(=O)NS(=O)(=O)c2ccc(Cl)cc2)CCN1C(=O)CCc1cccs1 (configuration not stated)
    0	-4	6	8	-3	-4	-4	5	11	-4
> CC1CCCCN1C(=O)c1cc(F)c(F)cc1Cl (configuration not stated)
    4	1	-1	1	-3	8	1	9	0	13
> CCOC(=O)c1sc(=S)n(C)c1NC(=O)c1ccc(F)cc1
    4	5	6	2	5	9	-8	2	3	6
> Cc1nn(Cc2ccccc2Cl)c2sc(C(=O)NC(C)(C)C)cc12
    1	0	-14	6	-3	-1	3	2	4	6
> COc1ccc(-c2nnc(Nc3nc4c(OC)cccc4s3)o2)cc1
    -46	-64	2	-13	3	13	-17	4	-17	-164

(next part)
canonical_smiles | PLC-gamma1 inh | PLCb3 inh | TDP2 inh | SIAE inh | Tn7 DDE FP | ASAP1 GAP inh | ADAM17 inh | DDE Tn6 FP inh | ARFGAP1 inhibitor | ADAM10 inh
Cc1ccc(-c2nc3ccc(Cl)cc3n2OC(C)C(=O)O)cc1 (configuration not stated) | 0 | 2 | -2 | 1 | 3 | 4 | -8 | -4 | -4 | -11
CC1=CC2(C#N)C3(N=C(N)C2(C#N)C(c2ccccc2)N1)OCCO3 (configuration not stated) | -239 | -309 | 7 | 3 | 8 | -12 | -296 | 4 | 0 | i
CN(C)CCNc1ccc2ncn3c4ccc(O)cc4c(=O)c1c23 | i | i | 31* | 8 | 8 | 4 | -4 | -4 | 4 | -13
O=C1c2cccc(OCC(=O)N3CCCc4ccccc43)c2CCN1Cc1ccc(Br)cc1 | 4 | -1 | -13 | -5 | -2 | -8 | 9.7* | -9 | -3 | 17
COC(=O)C1=C(C)N(Cc2ccccc2C(F)(F)F)C(=NCc2ccc(OC)cc2)NC1c1ccc(C(F)(F)F)cc1 (configuration not stated) | 1 | 1 | 0 | -9 | 8 | -15 | -2 | -2 | 8 | -6
COc1cc2[nH]c(=S)n(N(C(C)=O)C(C)=O)c(=O)c2cc1OC | 1 | 1 | 7 | -1 | 2 | 3 | -4 | 1 | -17 | 3
COc1ccc(CNCC(O)(c2ccccc2)c2ccccc2)cc1 | 19* | -1 | -15 | -7 | 2 | 8 | 8 | 5 | -2 | 6
Cc1cccc(C(=O)NCCN(C)C)c1 | 0 | -1 | -2 | 0 | 3 | -9 | -4 | -4 | -7 | 3
O=C(NNC1=NCCC1)c1cccc(Br)c1 | -2 | 0 | 1 | 1 | 2 | 2 | -5 | 0 | -1 | -7
Cn1cc(SCC(=O)NC2CCCCC2)c2ccccc21 | 5 | -2 | -6 | -6 | -13 | 27* | 5 | 3 | 16 | 1
CC(C)(C)/C=N/NC(=O)CNC(=O)c1ccc2c(c1)OCCO2 | 0 | -1 | 2 | -3 | -6 | 12 | 2 | 3 | 2 | 3
C[C@@H]1CN([C@@H](C)CO)C(=O)c2cccc(NS(=O)(=O)c3ccc(F)cc3)c2O[C@H]1CN(C)C(=O)NC1CCCCC1 | -1 | 1 | 9 | 2 | 0 | 16 | -4 | -1 | -5 | 4
COc1ccc(N2CCN(c3nc4ccccn4c(=O)c3/C=C(\C#N)S(=O)(=O)c3ccccc3)CC2)cc1 | -6 | -11 | -2 | 2 | -10 | 16 | 0 | 2 | 14 | -7

Quoted from the listing (9 entries):
canonical_smiles | PLC-gamma1 inh | PLCb3 inh | TDP2 inh | SIAE inh | Tn7 DDE FP | ASAP1 GAP inh | ADAM17 inh | DDE Tn6 FP inh | ARFGAP1 inhibitor | ADAM10 inh
COC(=O)C1=C(C)N(Cc2ccccc2C(F)(F)F)C(=NCc2ccc(OC)cc2)NC1c1ccc(C(F)(F)F)cc1 (configuration not stated) | 1 | 1 | 0 | -9 | 8 | -15 | -2 | -2 | 8 | -6
COc1cc2[nH]c(=S)n(N(C(C)=O)C(C)=O)c(=O)c2cc1OC | 1 | 1 | 7 | -1 | 2 | 3 | -4 | 1 | -17 | 3
COc1ccc(CNCC(O)(c2ccccc2)c2ccccc2)cc1 | 19* | -1 | -15 | -7 | 2 | 8 | 8 | 5 | -2 | 6
Cc1cccc(C(=O)NCCN(C)C)c1 | 0 | -1 | -2 | 0 | 3 | -9 | -4 | -4 | -7 | 3
O=C(NNC1=NCCC1)c1cccc(Br)c1 | -2 | 0 | 1 | 1 | 2 | 2 | -5 | 0 | -1 | -7
Cn1cc(SCC(=O)NC2CCCCC2)c2ccccc21 | 5 | -2 | -6 | -6 | -13 | 27* | 5 | 3 | 16 | 1
CC(C)(C)/C=N/NC(=O)CNC(=O)c1ccc2c(c1)OCCO2 | 0 | -1 | 2 | -3 | -6 | 12 | 2 | 3 | 2 | 3
C[C@@H]1CN([C@@H](C)CO)C(=O)c2cccc(NS(=O)(=O)c3ccc(F)cc3)c2O[C@H]1CN(C)C(=O)NC1CCCCC1 | -1 | 1 | 9 | 2 | 0 | 16 | -4 | -1 | -5 | 4
COc1ccc(N2CCN(c3nc4ccccn4c(=O)c3/C=C(\C#N)S(=O)(=O)c3ccccc3)CC2)cc1 | -6 | -11 | -2 | 2 | -10 | 16 | 0 | 2 | 14 | -7

Source: PubChem
